Eya2 inh = inhibitors of human Eya2 phosphatase activity | O00167 | recombinant Eya2, OMFP fluorescence dephosphorylation (OMFP is methylfluorescein phosphate) | Potency, µM (series often up to 76.9 µM), without a hit: top-dose activity, negative = inhibition, hits mostly inhibitors | actives 0.006% (n = 330,000) | AID 488837; also: potency is read from the fitted curve at half-maximal effect; % is scaled to controls: 0 for no effect and ±100 for the full control effect
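Eya2 (0.2 uM) preincubated 10 min at ambient with compound, then OMFP substrate added at 50 uM; 10 min reaction in 50 mM HEPES pH 7.5, 50 mM NaCl, 5 uM MgCl2, 0.05% BSA, 1 mM DTT. Fluorescence read at Ex 485/Em 525 nm.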
GALK inh = inhibitors of human galactokinase; Potency, µM (highest dose often 57.5 µM), inactives show top-dose activity change, negative = inhibition, hits mostly inhibitors; actives 0.007% (n = 270,000); Purified GALK, Kinase-Glo residual ATP luminescence; also: potency is read from the fitted curve at half-maximal effect; % is scaled to controls: 0 for no effect and ±100 for the full control effect
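The enzyme phosphorylates galactose (100 uM) using ATP (35 uM); inhibition is detected as higher residual ATP, quantified by bioluminescence after 1 h reaction at room temperature, pH 8.0.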
MBNL1-CUG inh = inhibitors of human MBNL1 binding to CUG repeat RNA. actives 0.036% (n = 280,000). TR-FRET MBNL1-His/biotin-(CUG)12 binding, 665/545 ratio. Potency, µM (highest dose often 57.5 µM), for the others: at the top dose activity change, negative = inhibition, most hits filed as inhibitors. Q9NR56. AID 2675; active = well fitted inhibition curve with a large enough effect in the signal ratio, with a control signal flat, not every such curve was filed as active; inconclusive = small, poorly fitted or top-dose-only effect, or effect the other way, or a change in a side signal; inactive = no such curve, though single readings can be large or run the other way; the % refers to the signal ratio; also: potency is read from the fitted curve at half-maximal effect; % is scaled to controls: 0 for no effect and ±100 for the full control effect
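Ratiometric TR-FRET (665 over 545 nm, excitation 340 nm) tracks disruption of MBNL1-His/biotin-(CUG)12 complex after 60 min at room temperature, with compounds at 92 nM to 58 uM final.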
TSHR antagonist = blocks TSH signaling through the human TSH receptor | P16473 | TSHR-expressing cells, TSH-stimulated cAMP HTRF, 2 h; stronger effect = lower value | activity change, negative = inhibition, % at 11.5 µM | actives 0.2% (n = 330,000) | AID 504810;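 active = activity change below a set negative limit, meaning inhibition stronger than a set level, cut at about -70% in these data; inconclusive = activity change between two set negative limits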; also: % is scaled to controls: 0 for no effect and ±100 for the full control effect
Target sequence (P16473 whole entry, looked up): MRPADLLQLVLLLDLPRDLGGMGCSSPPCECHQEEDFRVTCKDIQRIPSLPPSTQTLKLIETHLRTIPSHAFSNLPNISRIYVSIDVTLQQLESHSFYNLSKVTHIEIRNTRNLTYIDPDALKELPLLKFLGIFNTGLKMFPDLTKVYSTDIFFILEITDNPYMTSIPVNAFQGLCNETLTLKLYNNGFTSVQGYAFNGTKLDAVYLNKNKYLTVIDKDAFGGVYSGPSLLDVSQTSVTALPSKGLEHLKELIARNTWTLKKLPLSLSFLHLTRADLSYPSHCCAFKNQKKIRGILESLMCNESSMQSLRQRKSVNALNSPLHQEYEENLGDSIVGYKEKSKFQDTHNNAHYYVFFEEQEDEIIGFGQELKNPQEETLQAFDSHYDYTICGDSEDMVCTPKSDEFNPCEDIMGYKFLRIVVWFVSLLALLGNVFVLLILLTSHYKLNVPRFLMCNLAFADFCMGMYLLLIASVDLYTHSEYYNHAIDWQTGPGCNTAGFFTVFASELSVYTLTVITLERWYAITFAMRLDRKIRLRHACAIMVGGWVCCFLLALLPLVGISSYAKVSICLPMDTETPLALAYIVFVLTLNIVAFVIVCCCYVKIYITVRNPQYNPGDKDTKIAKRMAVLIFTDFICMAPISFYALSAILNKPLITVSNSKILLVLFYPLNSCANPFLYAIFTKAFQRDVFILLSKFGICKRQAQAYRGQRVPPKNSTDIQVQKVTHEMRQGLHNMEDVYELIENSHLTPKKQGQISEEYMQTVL
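Read-out is FRET at 665 nm (cryptate excitation 337 nm) from a cryptate-tagged anti-cAMP antibody, competed by cell cAMP against cAMP-d2. Compounds are tested on freshly harvested TSHR cells challenged with 4nM TSH (EC80) for 2 hours at 37 deg C.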
BCR signal inh = inhibitors of chronic active B-cell receptor signaling. Potency, µM (top dose mostly 46.1 µM), for the others: at the top dose ratio change, negative = lower green/red ratio, actives largely listed as inhibitors. actives 0.05% (n = 340,000). ABC-DLBCL IkBa-CBG/CBR reporter, luminescence ratio, 4 h. AID 493014; active = well fitted inhibition curve with a large enough effect in the signal ratio, with a control signal flat, not every such curve was filed as active; inconclusive = small, poorly fitted or top-dose-only effect, or effect the other way, or a change in a side signal; the % refers to the signal ratio;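 also: potency is read from the fitted curve at half-maximal effect; plate controls were basal doxycycline-induced cells for no effect and cells given 10 µM MG132 for full effect; MG132 reads +100%, hits lower the ratio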
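TMD8 human ABC-DLBCL cells with doxycycline-inducible IκBα–green luciferase fusion and unfused red luciferase, in 0.5% FBS medium; compounds up to 46 uM, 4 h at 37C. Green/red luminescence ratio, filter-overlap corrected, fitted to concentration-response curves.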
USP2a inh = inhibitors of human ubiquitin-specific protease USP2a. O75604. USP2 core, Ub-CHOP2 coupled fluorogenic reporter, 485/531. Potency, µM (series often up to 38.3 µM), for the others: at the highest dose activity change, negative = inhibition, most hits filed as inhibitors. actives 0.01% (n = 330,000);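 also: potency is read from the fitted curve at half-maximal effect; plate controls were DMSO wells for no effect and full inhibition by NEM control for full effect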
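Deubiquitinase activity read as fluorescence (485/531 nm) after Ub-CHOP2 cleavage activates the enterokinase reporter on its substrate; USP2 core 10nM, Ub-CHOP2 and substrate 25nM each, 30min compound preincubation then 60min RT; data normalized to NEM, curves fitted.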
S-ASM inh = inhibitors of human secretory acid sphingomyelinase | P17405 | actives 0.006% (n = 340,000) | placental ASM, HMU-PC fluorogenic substrate, 60 min | Potency, µM (highest dose often 57.5 µM), for inactives: top-dose activity change, negative = inhibition, most hits filed as inhibitors; also: potency is read from the fitted curve at half-maximal effect
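Human placenta-derived ASM preincubated with compound 10 min at room temperature, then reacted with 9 uM (final) fluorogenic HMU-PC substrate for 60 min at 37 C. Stop solution raises pH to 10; fluorescence read at Ex 386/Em 447 nm.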
Mito fusion yeast = inhibitors of mitochondrial division or activators of mitochondrial fusion; S. cerevisiae fusion-defective mutant growth rescue, CellTiterGlo 48 h; Potency, µM (highest dose often 46.1 µM), without a hit: top-dose growth rescue (activation), hits mostly activators; actives 0.23% (n = 320,000); AID 485298;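 also: potency is read from the fitted curve at half-maximal effect; % of control where 0% means no effect; nearly all actives have a fitted effect of over 45% in size; temperature-sensitive fusion mutants such as fzo1-1 at 37 °C on non-fermentable ethanol glycerol medium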
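Read-out: ATP-based luminescence (CellTiterGlo, 10 min ambient) reporting growth of fusion-defective ts yeast after 48 hours at 37C on glycerol/ethanol YPEG medium in the presence of compound.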
Menin-MLL TR inh = displaces Texas Red mutant MLL peptide from human menin. O00255. Menin + Texas Red MLL mutant peptide, fluorescence polarization. Potency, µM (series often up to 61.6 µM), without a hit: top-dose FP activity change, negative = inhibition, most hits filed as inhibitors. actives 0.23% (n = 270,000). AID 1768; active = well fitted inhibition curve with a large enough effect in the polarisation, with a control signal flat, not every such curve was filed as active; inconclusive = small, poorly fitted or top-dose-only effect, or effect the other way, or a change in a side signal; inactive = no such curve, though single readings can be large or run the other way; the % refers to the polarisation; also: potency is read from the fitted curve at half-maximal effect; % of control where 0% means no effect; many of its hits are not listed in these tables
hERG WT inh = blocks the wildtype human KCNH2 potassium channel. U2OS, BacMam KCNH2, thallium flux FluxOr; stronger effect = lower value. activity change, % at 1.84 µM. actives 0.37% (n = 340,000);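 active = maximum activity change below -70%; inconclusive = maximum activity change between -70% and -50%; inactive = maximum activity change above -50%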; also: % is scaled to controls: 0 for no effect and ±100 for the full control effect
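U2OS cells were transduced with wild-type KCNH2 virus (2.03 x 10^8 / mL) for 4 h at room temperature, then cultured overnight at 37 C. Thallium flux was read with FluxOr dye. Rate constants were normalized to DMSO controls.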
PKM2 activator = activators of human pyruvate kinase M2 | purified PKM2, Kinase-Glo ATP luminescence, activation; response scale: 0% is enzyme alone, no compound | AID 1631 | actives 0.34% (n = 260,000) | Potency, µM (doses to about 57.5 µM), inactives show at the highest dose activation, actives largely listed as activators; also: potency is read from the fitted curve at half-maximal effect; % is scaled to controls: 0 for no effect and ±100 for the full control effect; nearly all actives have a fitted effect of over 55% in size
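Purified hPK-M2 (>95%) run at intermediate activity with 0.1 mM ADP and 0.5 mM PEP in 50 mM imidazole pH 7.2, KCl, MgCl2; 1 h room temperature. ATP formed read by Kinase-Glo luminescence; normalized to uninhibited and no-enzyme controls.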
* hit, by the source's call; ? = inconclusive; · = no result given; [ ] = another dose, or the depositor's remark. Unless noted, calls follow the shape of the dose curve; as a rule, active = well fitted curve in the direction sought with a large enough effect; inconclusive = small, poorly fitted or top-dose-only effect, or another doubt; inactive = no such curve, though single readings can be large; an effect the other way counts as inactive or inconclusive. An excerpt; count on the stated rates, not on these rows.

Values run as follows: Eya2 inh	GALK inh	MBNL1-CUG inh	TSHR antagonist	BCR signal inh	USP2a inh	S-ASM inh	Mito fusion yeast	Menin-MLL TR inh	hERG WT inh	PKM2 activator
> COC(=O)c1ccccc1NC(=O)CSc1nccn1C
 : 4%	2%	-1%	0	?	-2%	2%	-3%	-12%	-2	11%
> COc1cc(NC(=O)c2cccc3c2C(=O)N(C2CCCCC2)C3)cc(OC)c1OC
 : -7%	1%	-5%	51	8%	-9%	-18%	-17%	·	3	·
> COc1ccc(N(CC(=O)NCCSc2ccccc2)S(=O)(=O)c2ccccc2)cc1
 : 0%	0%	0%	1	-4%	1%	-2%	-5%	·	1	-4%
> CC(C)CCNC(=O)Cc1ccc(Nc2nc(=S)[nH]c3ccccc23)cc1
 : -2%	-1%	4%	-3	7%	10%	2%	-6%	-7%	-21	3%
> CC(=O)N1CCCN(Cc2cn(-c3ccc(C)cc3)nc2-c2ccc(F)cc2)CC1
 : 7%	5%	-5%	7	-3%	0%	-2%	-5%	0%	0	-3%
> COc1ccccc1NC(=O)CCC(=O)OC(C)C(=O)c1ccccc1 (stereo unspecified)
 : 3%	0%	-7%	19	-2%	0%	4%	2%	-6%	-5	2%
> N#Cc1c(-c2ccccc2Cl)cc(-c2ccccc2)[nH]c1=S
 : 4%	-1%	0%	-4	0%	2%	·	4%	11%	·	1%
> O=C1CN(C(=O)c2cc(Br)c(Br)s2)c2ccccc2N1
 : -3%	0%	-2%	-11	?	-1%	-20%	13%	2%	1	9%
> COc1ccc2nc(NC(=O)C3CSC4(C)CCC(=O)N34)sc2c1 (stereo unspecified)
 : 1%	·	·	-12	?	1%	-2%	7%	·	-30	·
> O=C(Nc1nnc(-c2ccco2)o1)c1cccc(Cl)c1
 : -18%	-2%	-2%	-4	?	9%	3%	-12%	12%	-3	-15%
> COc1ccc(OC)c(CCNC(=O)CS(=O)(=O)Cc2nc(-c3ccccc3C)oc2C)c1
 : -20%	1%	-6%	-2	-1%	-5%	-4%	7%	?	-3	-6%
> O=C(CCCOc1ccc(Cl)cc1Cl)Nc1ccccn1
 : -6%	-2%	0%	-13	?	2%	1%	8%	10%	0	-22%
> CC1(C)C2CCC1(CS(=O)(=O)N1CCC(C(=O)O)CC1)C(=O)C2 (stereo unspecified)
 : 7%	1%	0%	4	-11%	0%	5%	1%	·	-9	-8%
> Cc1nc2scc(C)n2c(=O)c1S(=O)(=O)Nc1ccc(OC(F)(F)F)cc1
 : -19%	-5%	1%	-4	?	0%	-8%	9%	-2%	-13	·
> Cn1c(=O)c2c(ncn2CC(=O)Nc2nnc(Cc3ccccc3)s2)n(C)c1=O
 : 12%	1%	0%	-4	-6%	1%	5%	-3%	-4%	-7	-9%
> C=CC[C@@H](CC(=O)N[C@H](CO)Cc1ccccc1)C(=O)NCCOC(=O)[C@@H](CC=C)Cc1ccc(F)cc1
 : -2%	·	·	-10	-7%	5%	-7%	·	·	15	·
> O=C(CN1C(=O)NC(Cc2ccccc2)C1=O)Nc1ccc(F)c(F)c1F (stereo unspecified)
 : 8%	·	·	-18	-1%	-2%	0%	-1%	·	5	·
> COc1ccccc1C1C2CCCCC2(O)CCN1CC(=O)Nc1ccccc1 (stereo unspecified)
 : -4%	-3%	-14%	12	?	-2%	5%	-5%	8%	-13	-3%
> CN(c1ccccc1)P(=O)(N(C)c1ccccc1)N(C)c1ccccc1
 : -8%	1%	·	3	?	7%	0%	16%	?	5	2%
> Cn1c(=O)[nH]c(=O)c2c1nc(SCCN1CCOCC1)n2Cc1ccccc1
 : 17%	-3%	-6%	-1	8%	-1%	1%	-3%	-5%	3	1%
> CC(C)(C)C(=O)CN1CCN(S(=O)(=O)c2ccc(F)cc2)CC1
 : -2%	2%	-2%	-5	3%	1%	-2%	1%	-1%	0	20%
> CC(C)(C)c1ccc(S(=O)(=O)N2CCN(CC(=O)NC(=O)NC3CCCCC3)CC2)cc1
 : -19%	·	·	13	?	1%	-2%	17%	·	0	·
> O=C(Cn1nc(-c2ccc(N3CCOCC3)c([N+](=O)[O-])c2)c2ccccc2c1=O)N1CCCCC1
 : 12%	0%	26%	23	?	3%	-8%	-2%	-6%	3	1%
> COc1ccc(C(CC(=O)NC(C)(C)C)n2cccc2)cc1 (stereo unspecified)
 : 4%	-1%	6%	-5	3%	0%	4%	4%	4%	7	1%
> Cc1ncoc1C(=O)N1CCCC(C(=O)Nc2cccc(-c3ccc(F)cc3)c2)C1 (stereo unspecified)
 : 6%	-6%	1%	-1	?	0%	-3%	0%	·	0	-3%
> COc1ccc([N+](=O)[O-])cc1COc1cc(C)cc2oc(=O)cc(-c3ccccc3)c12
 : 10%	-2%	3%	14	0%	1%	0%	12%	-27%	-1	-4%
> Cc1cc(C(=O)COC(=O)c2ccc(Cl)c(S(N)(=O)=O)c2)c(C)n1C1CC1
 : -33%	·	·	0	-7%	0%	-8%	10%	·	38	·
> CC1(C)c2ssc(=S)c2-c2ccccc2N1C(=O)CSC1=NCCS1
 : 1%	-2%	?	-6	3%	1%	-15%	-1%	·	13	-5%
> COc1ccc(-c2nc(CSCC(=O)NCCC3=CCCCC3)c(C)o2)cc1OC
 : -2%	0%	1%	0	?	0%	-1%	1%	-14%	-1	2%
> CCN1CCN(C(=O)c2ccc3c(Cl)c4c(nc3c2)CCCC4)CC1
 : -3%	-10%	16%	-7	?	3%	1%	-10%	·	-9	·
> CC1CCN(C(=S)Nc2cccc(S(=O)(=O)N(C)C)c2)CC1
 : 6%	-2%	-3%	5	2%	-1%	2%	-3%	7%	6	-4%
> c1ccc(-c2cc(N3CCOCC3)nc3ccccc23)cc1
 : ·	0%	-2%	·	·	·	132%[activator]	-12%	-19%	18	-3%
> CCOC(=O)c1c(-c2ccccc2)nc2cc(C)ccn12
 : -2%	5%	-14%	-21	?	0%	0%	3%	-19%	-5	-3%
> Cc1ccc(NC(=O)CCC(=O)NNC(=O)COc2ccccc2)c(C)c1
 : 5%	0%	·	9	-6%	6%	10%	-4%	-8%	-1	-1%
> COC(=O)C(CC(C)C)NC(=O)C(Cc1ccccc1)NC(=O)C1CCCN1C(=O)OC(C)(C)C (stereo unspecified)
 : 10%	3%	-2%	-3	-3%	-1%	-1%	-1%	-23%	-4	-5%
> Cc1oc(-c2cccc(Cl)c2)nc1CN(C)C1CCOC1 (stereo unspecified)
 : 3%	0%	7%	-17	0%	-3%	7%	10%	-1%	12	7%
> CN1CCc2c(sc(N)c2C(N)=O)C1
 : -19%	-1%	-7%	1	0%	6%	148%[activator]	-4%	-2%	-8	2%
> Cc1cccc(CSCCNC(=O)Nc2ccccc2)c1
 : -6%	1%	-10%	-3	-2%	0%	-1%	10%	6%	-3	4%
> COCCN(CCOC)S(=O)(=O)c1ccc(C(=O)Nc2nc(-c3ccccc3)c(C(=O)c3ccccc3)s2)cc1
 : -3%	0%	35%[activator]	23	1%	-2%	-5%	-7%	-4%	-8	-7%
> Cc1ccccc1NC(=O)CCC(=O)OCC(=O)c1cccc([N+](=O)[O-])c1
 : 11%	-2%	?	1	4%	2%	0%	-4%	0%	-1	-1%
> CCCCn1c(N)c(N(CCOC)C(=O)COc2ccc(Cl)cc2)c(=O)[nH]c1=O
 : -5%	-3%	1%	-11	1%	0%	4%	3%	11%	-2	3%
> CCC(C)c1ccc(O)c(NC(=O)c2cccnc2)c1 (stereo unspecified)
 : 5%	2%	3%	-6	15%	-6%	-2%	6%	-9%	0	-1%
> COc1ccc(C(=O)Nc2cccc(C(C)=O)c2)cc1OC
 : -5%	3%	-4%	3	-8%	-3%	4%	-2%	-12%	0	-6%

Screening results from PubChem.
